# Pf growth 48h = Primary qHTS for delayed death inhibitors of the malarial parasite plastid, 48 hour incubation; P. falciparum luciferase growth in erythrocytes, 48 h; 5.9% of 310,000 active; Potency, µM (highest dose often 28.7 µM), without a hit: top-dose activity change, negative = inhibition, actives largely listed as inhibitors; also: potency is read from the fitted curve at half-maximal effect; % is scaled to controls: 0 for no effect and ±100 for the full control effect
#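 Growth was read as firefly luciferase luminescence after a 48 h, 37 C, 5% CO2 exposure of compounds to reporter-bearing P. falciparum cultures (0.1% parasitemia, 2% hematocrit final) in Albumax-supplemented RPMI 1640.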
# LmPK inhibitor = qHTS Assay for Inhibitors of Leishmania Mexicana Pyruvate Kinase (LmPK); Q27686; purified LmPK, Kinase-Glo ATP luminescence, 1 h; Potency, µM (titrated, usually from 57.5 µM), without a hit: at the top dose activity change, negative = inhibition, hits mostly inhibitors; 0.37% of 290,000 active; AID 1721, 2009; also: potency is read from the fitted curve at half-maximal effect; % is scaled to controls: 0 for no effect and ±100 for the full control effect
# Target sequence (Q27686 whole entry, looked up): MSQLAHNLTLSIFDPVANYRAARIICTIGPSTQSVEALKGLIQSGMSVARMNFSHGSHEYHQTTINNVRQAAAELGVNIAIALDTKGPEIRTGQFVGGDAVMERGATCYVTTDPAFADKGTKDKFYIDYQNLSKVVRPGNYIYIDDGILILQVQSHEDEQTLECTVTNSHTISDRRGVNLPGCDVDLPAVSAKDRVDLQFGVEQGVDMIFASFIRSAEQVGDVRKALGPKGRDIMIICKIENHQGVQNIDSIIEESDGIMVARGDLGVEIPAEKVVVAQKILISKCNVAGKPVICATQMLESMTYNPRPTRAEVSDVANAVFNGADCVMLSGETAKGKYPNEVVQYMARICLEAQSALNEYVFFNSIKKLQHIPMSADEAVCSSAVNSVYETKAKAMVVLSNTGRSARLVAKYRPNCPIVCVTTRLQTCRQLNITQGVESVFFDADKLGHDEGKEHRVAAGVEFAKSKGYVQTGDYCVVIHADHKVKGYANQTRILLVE
#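 Kinase-Glo luminescence read after 1 h RT reaction of 0.1 nM LmPK with 0.5 mM PEP and 0.1 mM ADP. Activity scaled between uninhibited and enzyme-free controls.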
# Cycloheximide cs = Cycloheximide Counterscreen for Small Molecule Inhibitors of Shiga Toxin | 12% of 300,000 active | cell reporter, cycloheximide protein synthesis inhibition counterscreen | max response, %; in the data active = max response mostly above about 13%, no sharp cut-off; inactive = mostly below about 14%; also: read at 38.3 µM for the half of the compounds with a filed dose; 0% is about no effect
# AMA1-RON2 inh = qHTS for Inhibitors of AMA1-RON; Towards Development of Antimalarial Drug Lead: Primary Screen; Plasmodium falciparum AMA1 (3D7) - RON2 peptide interaction; AlphaScreen AMA1-biotinylated RON2 peptide binding; Potency, µM (titrated, usually from 58.2 µM), without a hit: top-dose activity change, negative = inhibition, hits mostly inhibitors; 0.2% of 360,000 active; AID 720542, 2013;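 also: potency is read from the fitted curve at half-maximal effect; 0% = vehicle wells and -100% = peptide control; nearly all actives have a fitted effect of over 45% in size; some results filed as inactive show a strong effect at the top dose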
#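 AMA1 (3D7) with his tag at 25 nM final met compounds first, then biotinylated RON2 peptide at 25 nM; detection used donor plus acceptor beads, 10 µg/mL apiece, read by AlphaScreen after 30 min at room temperature.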
# TbPYK inhibitor = qHTS of Trypanosoma Brucei Inhibitors. pyruvate kinase (Trypanosoma brucei), Q57TT1. AID 624173, 2012. 0.12% of 410,000 active. TbPYK enzyme, Kinase-Glo Plus ATP luminescence, 45 min. Potency, µM (series often up to 76.8 µM), inactives show at the top dose activity, negative = inhibition, actives largely listed as inhibitors; also: potency is read from the fitted curve at half-maximal effect; % is scaled to controls: 0 for no effect and ±100 for the full control effect; nearly all actives have a fitted effect of over 50% in size
#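 Screened from lowest to highest concentration, compounds were pinned into TbPYK/substrate mixtures, and ADP (130 uM final) was added. Plates sat at room temperature for 45 min prior to Kinase-Glo Plus detection by luminescence.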
# Shiga toxin inh = A qHTS for Small Molecule Inhibitors of Shiga Toxin; Vero cells, Shiga toxin protein synthesis inhibition reporter; inhibition, % at 38.7 µM; 9.2% of 290,000 active; AID 2315, 2010; in the data active = inhibition mostly above about 28%, no sharp cut-off; inactive = mostly below about 43%; also: 0% is about no effect
# Pf growth 96h = Primary qHTS for delayed death inhibitors of the malarial parasite plastid, 96 hour incubation | Potency, µM (highest dose often 28.7 µM), for the others: at the highest dose activity change, negative = inhibition, most hits filed as inhibitors | 6.9% of 320,000 active | P. falciparum luciferase reporter growth, 96 h; also: potency is read from the fitted curve at half-maximal effect; % is scaled to controls: 0 for no effect and ±100 for the full control effect
#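 Readout is luminescence from an integrated firefly luciferase in P. falciparum. Red cells, 2% hematocrit and 0.05% parasitemia final, were cultured with compound through two parasite generations (96 hours) at 37 C, 5% CO2.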
# * hit, by the source's call; i = inactive; ? = inconclusive; nt = no result given; & = joins results of further samples; [ ] = another dose, or the depositor's remark. Unless noted, calls follow the shape of the dose curve; as a rule, active = well fitted curve in the direction sought with a large enough effect; inconclusive = small, poorly fitted or top-dose-only effect, or another doubt; inactive = no such curve, though single readings can be large; an effect the other way counts as inactive or inconclusive.
SMILES,Pf growth 48h,LmPK inhibitor,Cycloheximide cs,AMA1-RON2 inh,TbPYK inhibitor,Shiga toxin inh,Pf growth 96h
Cc1ccc(Cn2ncc3c(N4CCN(C)CC4)ncnc32)cc1,-12%,2%,-5,13%,0%,14,7.4µM*
Cc1cc(C)c2cc(CN(CCO)C(=O)Nc3ccc(Cl)cc3)c(=O)[nH]c2c1,9.3µM*,8%,5,5%,2%,-19,?
COc1cccc2cc(-c3nnc(SCC(=O)Nc4ccc(NC(C)=O)cc4)n3C)oc12,15%,-2%,-3,-26%,-4%,-12,-8%
CCOc1ccccc1N1CCN(C(=O)c2ccccc2OCc2c(C)noc2C)CC1,?,nt,nt,49%[activator],-3%,nt,?
CC(=O)NCCC(=O)Nc1cc(S(=O)(=O)N2CCCCC2)ccc1N1CCN(C)CC1,?,nt,nt,0%,0%,nt,?
O=C(NCCN1CCOCC1)c1cccn2c(=O)c3c4c(sc3nc12)CCCC4,-14%,3%,-1,nt,nt,-5,-7%
CSc1ccc(Cc2ccc(Cl)cc2Cl)nn1,33%[activator],2%,22*,0%,0%,38,38%[activator]
COc1ccccc1Cn1c(=S)[nH]c2cc(C(=O)NCC(OC)OC)ccc2c1=O,?,-8%,-6,36%[activator],-11%,-14,0%
C=CCNC(=S)NNC(=O)CCC(O)COCCC(C)C (configuration not stated),19%,2%,1,98%[activator],6%,-22,99%[activator]
COc1ccc(N2CCN(CCNC(=O)CCS(=O)(=O)c3cccc4nsnc34)CC2)cc1,-12%,0%,8,nt,nt,7,-11%
COC(=O)c1ccccc1OCCOc1ccccc1C(=O)OC,-10%,1%,-3,25%,-3%,-12,0%
NC(=O)c1cc(NC(=O)CCCc2nc3ccccc3s2)cc(C(N)=O)c1,-7%,-7%,1,-2%,-2%,-1,0%
CCCCc1nc(Cl)c(C#N)c2c1CCCC2,8%,-4%,-5,56%[activator],0%,-3,27%
O=C1CCCN1CCC(=O)N1CCCC(N2CCN(c3ccccc3F)CC2)C1 (configuration not stated),0%,-9%,7,-10%,3%,-31,24%
COc1ccc(NC(=O)c2cc3c(=O)n(C)c4ccccc4c3s2)cc1OC,-18%,-1%,-4,-1%,1%,-17,?
CN(C(=O)c1ccccc1Br)C1CCS(=O)(=O)C1 (configuration not stated),3%,nt,nt,13%,3%,nt,34%[activator]
COc1ccc2nc(Nc3nc4ccc(NC(C)=O)cc4s3)sc2c1,?,1%,6,29%[2.32 µM],2%,35,?
CCC(=O)N1CCN(c2ccc(NC(=O)c3cc4ccccc4o3)cc2Cl)CC1,?,-1%,17*,-3%,4%,-3,-2%
Cc1cc(C)c2c(c1)c1nnc(SCCN3CCOCC3)nc1n2C,-6%,0%,3,-8%,-1%,-5,-21%
Cc1cccc(OC(=O)c2sc(Cl)nc2C)c1,-7%,3%,-2,1%,-7%,13,-22%
COc1cc(NC(=O)CN(C)S(=O)(=O)c2ccc3c(c2)CC(C)N3C(C)=O)cc(OC)c1 (configuration not stated),0%,-9%,-7,-1%,0%,-12,?
Cc1ccc(C(=O)CC2SC(N)=NC2=O)cc1 (configuration not stated),15%,0%,5,-3%,1%,-1,0%
CC(=O)Nc1c(C(=O)N2CCOCC2)cnn1-c1ccc(C)c(C)c1,-4%,-3%,-3,4%,3%,25,25%
CCC(=O)N(Cc1cc(=O)[nH]c2ccccc12)c1ccc(C)cc1C,?,-7%,-4,-11%,-2%,-8,?
CCOC(=O)CSc1nc2cc(C(=O)NCC3CCCO3)ccc2c(=O)n1Cc1ccco1 (configuration not stated),?,3%,-4,12%,1%,-15,?
CCOc1cc(C(=O)Nc2cccc3ncccc23)cc(OCC)c1OCC,nt,-6%,2,-3%,-1%,-3,15µM*
COc1cccc(NC(=O)CN(C)C(=O)c2ccc(N3CCCCC3)c([N+](=O)[O-])c2)c1,?,nt,nt,12%,3%,nt,?
CC(=O)N(CC1CCCO1)C1(C(=O)NC2CCCC2)CCCCC1 (configuration not stated),nt,3%,-5,19%,4%,-14,10µM*
Cc1ccc(C2(C)NC(=O)N(CC(=O)N3CCN(C(=O)c4cccs4)CC3)C2=O)cc1 (configuration not stated),-26%,nt,nt,0%,-8%,nt,-12%
COc1ccc(/C=C(/C#N)C(=O)Nc2cc(C)ccc2C)cc1C(=O)O,2%,-2%,-2,-1%,-5%,-9,-19%

# In a second layout: seven of the compounds above
smiles	Pf growth 48h	LmPK inhibitor	Cycloheximide cs	AMA1-RON2 inh	TbPYK inhibitor	Shiga toxin inh	Pf growth 96h
Cc1ccc(C2(C)NC(=O)N(CC(=O)N3CCN(C(=O)c4cccs4)CC3)C2=O)cc1 (configuration not stated)	-26%	nt	nt	0%	-8%	nt	-12%
CC(=O)Nc1c(C(=O)N2CCOCC2)cnn1-c1ccc(C)c(C)c1	-4%	-3%	-3	4%	3%	25	25%
Cc1ccc(Cn2ncc3c(N4CCN(C)CC4)ncnc32)cc1	-12%	2%	-5	13%	0%	14	7.4µM*
CN(C(=O)c1ccccc1Br)C1CCS(=O)(=O)C1 (configuration not stated)	3%	nt	nt	13%	3%	nt	34%[activator]
COc1ccc(/C=C(/C#N)C(=O)Nc2cc(C)ccc2C)cc1C(=O)O	2%	-2%	-2	-1%	-5%	-9	-19%
CSc1ccc(Cc2ccc(Cl)cc2Cl)nn1	33%[activator]	2%	22*	0%	0%	38	38%[activator]
CCC(=O)N1CCN(c2ccc(NC(=O)c3cc4ccccc4o3)cc2Cl)CC1	?	-1%	17*	-3%	4%	-3	-2%

# (next part)
SMILES,Pf growth 48h,LmPK inhibitor,Cycloheximide cs,AMA1-RON2 inh,TbPYK inhibitor,Shiga toxin inh,Pf growth 96h
CCC(c1nnnn1C1CCCCC1)N1CCN(C(=O)c2ccco2)CC1 (configuration not stated),?,-1%,-8,-14%,1%,3,-1%
CCCN(CCC)CC(O)COc1ccc2c(c1)OCO2 (configuration not stated),-25%,2%,1,-2%,4%,-14,?
CS(=O)(=O)N(CC(=O)N1CCOCC1)c1ccc(Cl)cc1,32%[activator],-1%,-1,1%,3%,nt,?
O=C(CCCCCNC(=O)N1CCn2c1nc1ccccc12)N[C@@H](Cc1ccccc1)C(=O)O,17%,6%,-1,-5%,3%,20,?
Cc1nnc2n(Cc3ccccc3)c(=O)c3c4c(sc3n12)CN(Cc1ccccc1)CC4,?,4%,-2,nt,nt,-16,15%
COc1ccc(NC(=O)C2C3C=CC(C3)C2C(=O)NCc2ccco2)c(OC)c1 (configuration not stated),30%[activator],6%,4,3%,-1%,6,?
O=C(Nc1nn(Cc2ccc(Cl)cc2)cc1Br)c1ccc(COc2ccccc2Cl)o1,?,0%,-1,-1%,4%,-24,nt
Cc1ccc(Oc2ncccc2NC(=O)CC2(CC(=O)O)CCCC2)c2c1CCC2,?,0%,0,-9%,2%,-3,-1%
COCc1cc(C)nc(N/N=C/c2ccc(-c3ccc(C(=O)O)c(Cl)c3)o2)c1C#N,1%,-5%,8,nt,nt,-6,2%
Cc1ccc(NC(=O)N(C2CCCCC2)C(C)c2cccnc2)cc1C (configuration not stated),nt,3%,9,1%,-2%,36,-15%
CCCc1ccc(OCC(=O)NNC(=S)NC(=O)c2ccco2)cc1,?,4%,-3,25%,3%,-7,nt
COc1ccc(/C=N/N=C(\N)c2nonc2N)cc1,i,?,15,5%,-10%,44*,1.3µM*
CCN1C(C)=C(C)S/C1=C1\SC(=S)N(NC(C)=O)C1=O,0%,-8%,-1,9%,-7%,-18,4%
COc1ccc(/C=N/Nc2nnc(Cc3ccc(OC)c(OC)c3)c(=O)[nH]2)cc1,9%,4%,5,18%,-9%,-7,?
CCCCC(=O)N(c1ccc(C)c(C)c1)C1C=CS(=O)(=O)C1 (configuration not stated),1%,0%,-3,-3%,-6%,-18,nt
CC(C)CC(NC(=O)/C(=C\c1ccco1)NC(=O)c1ccco1)C(=O)O (configuration not stated),15%,19%,5,19%,-11%,-2,?
CC(=O)N1CCCc2cc(S(=O)(=O)N3CCCC(C(=O)NCc4ccc(Cl)cc4)C3)ccc21 (configuration not stated),-26%,-1%,-1,-6%,0%&0%,-10,29%
O=C(COC(=O)Cc1cccs1)NCC(=O)Nc1ccc(F)cc1,3%,nt,nt,-18%,0%,nt,0%
Cn1c(=O)[nH]c(=O)c2c1nc(N1CCCCCC1)n2CCSc1nc2ccccc2[nH]1,3%,5%,-3,-7%,3%,-11,-4%
O=C(CCc1nnc(COc2ccccc2)o1)NCc1ccccc1,29%,17%,11,6%,8%,24,?
CCN(c1ccc(NC(=O)COC(=O)/C=C/c2cccs2)cc1)C(C)C,57%[activator],1%,-2,18µM*,0%,2,-6%
CCCNC(=O)C(Cc1ccc(C(F)(F)F)cc1)NC(=O)c1ccc2ccccc2n1 (configuration not stated),-57%,nt,nt,7%,-2%,nt,?
Cc1nn(C(C)C(=O)N2CCOCC2)c(=O)c2nn(-c3ccccc3)c(C)c12 (configuration not stated),25%,-10%,-8,-8%,-20%,-10,?
O=S(=O)(NC1CCCC1)c1ccc(S(=O)(=O)N2CCc3ccccc32)cc1,7%,8%,-3,6%,1%,-3,nt
COc1ccc(Cl)cc1C(=O)Nc1ccc(N(C)C(C)=O)cc1,nt,3%,35*,-1%,0%,23,66%[activator]
CN(C)C(=S)Nc1ccc2ccccc2c1,16%,1%,11,-2%,7%,16,21%
CCCCCc1c(C)c(C#N)c2nc3ccccc3n2c1-n1ccnc1C,2%,0%,-3,6%,-18%,-2,10%
Nc1nc(SCc2c(F)cccc2Cl)[nH]c(=O)c1-c1ccccc1,nt,0%,-1,5%,1%,23,-12%

# Given field by field: entries from further up
Molecule: CCOC(=O)CSc1nc2cc(C(=O)NCC3CCCO3)ccc2c(=O)n1Cc1ccco1 (configuration not stated)
  Pf growth 48h: ?
  LmPK inhibitor: 3%
  Cycloheximide cs: -4
  AMA1-RON2 inh: 12%
  TbPYK inhibitor: 1%
  Shiga toxin inh: -15
  Pf growth 96h: ?
Molecule: CCOc1cc(C(=O)Nc2cccc3ncccc23)cc(OCC)c1OCC
  Pf growth 48h: nt
  LmPK inhibitor: -6%
  Cycloheximide cs: 2
  AMA1-RON2 inh: -3%
  TbPYK inhibitor: -1%
  Shiga toxin inh: -3
  Pf growth 96h: 15µM*
Molecule: COc1cccc(NC(=O)CN(C)C(=O)c2ccc(N3CCCCC3)c([N+](=O)[O-])c2)c1
  Pf growth 48h: ?
  LmPK inhibitor: nt
  Cycloheximide cs: nt
  AMA1-RON2 inh: 12%
  TbPYK inhibitor: 3%
  Shiga toxin inh: nt
  Pf growth 96h: ?
Molecule: CC(=O)N(CC1CCCO1)C1(C(=O)NC2CCCC2)CCCCC1 (configuration not stated)
  Pf growth 48h: nt
  LmPK inhibitor: 3%
  Cycloheximide cs: -5
  AMA1-RON2 inh: 19%
  TbPYK inhibitor: 4%
  Shiga toxin inh: -14
  Pf growth 96h: 10µM*

# From PubChem BioAssay
